RXFP1 antagonist – blocks the human relaxin receptor RXFP1; Q9HBX9; HEK293-RXFP1, relaxin-stimulated cAMP HTRF, 30 min; active compounds read low; activity change, negative = inhibition, % at 57.5 µM; 350,000 compounds, 0.59% hits;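 active = activity change of -60% or lower, but not beyond a set lower limit; inconclusive = change between -60% and -40%, or beyond the set limit; inactive = change above -40%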; note: % is set by controls: 0 for no effect and ±100 for the full control effect
D2 ag – D2 dopamine receptor (human) agonism; P14416; HEK293 T-REx D2 cells, calcium flux agonist mode; activation, % at 2 µM; 340,000 compounds, 0.53% hits;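 active = activation over 3 SD above normal in the single-dose calcium agonist read, cut at about 30% in these data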; note: 0% is about no effect
Target sequence (P14416 whole entry, looked up): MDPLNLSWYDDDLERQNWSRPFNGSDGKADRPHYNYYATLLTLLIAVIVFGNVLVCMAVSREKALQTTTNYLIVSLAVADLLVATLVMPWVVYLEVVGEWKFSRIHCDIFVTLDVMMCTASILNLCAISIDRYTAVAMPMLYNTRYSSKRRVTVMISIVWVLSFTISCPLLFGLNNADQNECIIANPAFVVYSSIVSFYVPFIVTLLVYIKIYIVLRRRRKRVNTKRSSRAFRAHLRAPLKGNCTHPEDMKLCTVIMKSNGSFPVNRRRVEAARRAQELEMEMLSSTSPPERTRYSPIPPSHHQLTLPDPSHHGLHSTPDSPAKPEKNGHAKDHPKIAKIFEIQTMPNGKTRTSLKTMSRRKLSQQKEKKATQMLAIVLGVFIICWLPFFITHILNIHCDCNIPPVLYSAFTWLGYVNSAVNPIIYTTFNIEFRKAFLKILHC
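In this primary screen, compounds producing a positive calcium signal within 180 s of addition to tetracycline-induced, force-coupled HEK293 Trex D2 cells are flagged; cells are dye-loaded with a no-wash calcium kit beforehand.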
D1 antag – antagonists of human D1 dopamine receptor; HEK293 TREx D1 cells, calcium flux, dopamine EC80; active compounds read low; activity change, negative = inhibition, % at 10 µM; 360,000 compounds, 3.2% hits; AID 504652; in the data active = activity change below about -30%; note: % is set by controls: 0 for no effect and ±100 for the full control effect
Target sequence (P21728 whole entry, looked up): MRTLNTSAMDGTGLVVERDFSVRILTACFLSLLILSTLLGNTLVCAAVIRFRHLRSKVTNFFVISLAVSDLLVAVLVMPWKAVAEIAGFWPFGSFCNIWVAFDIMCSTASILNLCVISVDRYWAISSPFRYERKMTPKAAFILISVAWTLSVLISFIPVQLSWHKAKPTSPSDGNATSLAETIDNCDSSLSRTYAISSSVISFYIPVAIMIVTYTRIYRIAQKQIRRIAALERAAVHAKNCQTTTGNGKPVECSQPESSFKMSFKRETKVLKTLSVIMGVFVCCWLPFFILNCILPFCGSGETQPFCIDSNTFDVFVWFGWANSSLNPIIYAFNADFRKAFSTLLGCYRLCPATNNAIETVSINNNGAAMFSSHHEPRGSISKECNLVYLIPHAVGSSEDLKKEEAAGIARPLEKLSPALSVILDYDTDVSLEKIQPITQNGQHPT
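Tetracycline-induced HEK293 T-REx cells with force-coupled D1 receptor were loaded with a no-wash calcium dye. Compound was added after a 10 s baseline and read kinetically for 180 s; EC80 dopamine was then added and calcium flux followed another 180 s.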
D2 antagonist – D2 dopamine receptor (human) antagonism. HEK293 TREx D2 cells, calcium flux, dopamine EC80. 340,000 compounds, 2% hits. P14416. inhibition, % at 10 µM. AID 485344; in the data active = inhibition above about 30%; note: 0% is about no effect
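Calcium mobilization kinetics were recorded at 1 s intervals in tetracycline-induced HEK293 T-REx D2 cells, first for 180 s after compound addition and then 180 s after EC80 dopamine.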
D1 agonist – activates the human D1 dopamine receptor; P21728; HEK293 T-REx D1 cells, calcium flux, agonist mode; activation, % at 2 µM; 360,000 compounds, 1% hits; AID 504660; note: 0% is about no effect
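Inducible HEK293 T-REx D1 cells, force-coupled to calcium signalling, were plated at 4000 cells/well with tetracycline and held overnight at 30 C. After no-wash calcium dye loading, compound-evoked calcium rise over 180 s flagged agonists.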
D2 PAM – D2 dopamine receptor (human) potentiation. P14416. HEK293 T-REx D2, calcium flux, EC20 dopamine potentiation. potentiation, % at 10 µM. 340,000 compounds, 0.34% hits. AID 485347;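 active = potentiation over 3 SD above the plate norm, cut at about 30% in these data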; note: 0% is about no effect
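Potentiation of an EC20 dopamine calcium response is measured in a force-coupled, tetracycline-inducible Hek293 Trex D2 line. Compound-only kinetic reads over 180 s flag agonists before dopamine addition.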
TRHR ag – activates the human TRH receptor. 360,000 compounds, 0.18% hits. activation, % at 2 µM. TRHR cells, calcium flux fluo-8, FDSS agonist mode. P34981. AID 493084; note: 0% is about no effect
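In this calcium-flux screen, cells bearing human TRHR are dye-loaded with fluo-8, baselined for 10 cycles, then exposed to library compounds; positive kinetic calcium responses during the agonist phase mark hits, with TRH as control.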
TRHR PAM – allosterically enhances the human TRH receptor; 360,000 compounds, 0.66% hits; enhancement, % at 2 µM; TRHR cells, fluo-8 calcium fluorescence, EC20 TRH enhancement; P34981; in the data active = enhancement above about 30%; note: 0% is about no effect
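Enhancer read-out: after compound pinning and an initial kinetic agonist-mode read, an EC20 of TRH (10 nM final) was injected and fluo-8 calcium signal (Ex 480/Em 530) followed at 1 s/cycle for 100 cycles in TRHR-expressing cells.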
D1 potentiator – enhances dopamine response at the human D1 receptor | 360,000 compounds, 0.036% hits | P21728 | AID 504651 | HEK293 TREx D1 cells, calcium flux, dopamine EC20 potentiation | potentiation, % at 10 µM; in the data active = potentiation above about 30%; note: 0% is about no effect
An asterisk follows results filed as active; ? = inconclusive; nt = no result given; & = joins results of further samples. Cut-off read from the data, not from the text of the source, unless noted: active = activation above about 30%; inactive = the rest.

SMILES	RXFP1 antagonist	D2 ag	D1 antag	D2 antagonist	D1 agonist	D2 PAM	TRHR ag	TRHR PAM	D1 potentiator
O=C1NCC(COCC2CC=CCC2)O1 (stereo not drawn)	-7	1.2	-11	8	1	0	0.2	-1	3
Cc1onc(-c2c(Cl)cccc2Cl)c1C(=O)NC1C(=O)N2C1SC(C)(C)C2C(=O)O (stereo not drawn)	14	1.1	-5	6	1	0	-0.2	2	-6
Oc1ccccc1N1CCN(c2nc(-c3cccs3)nc3ccccc23)CC1	-1	-0.1	-14	-3	2	0	-0.2	4	-5
Cc1ccc(C(=O)c2cc([N+](=O)[O-])ccc2N2CCOCC2)c(C)c1	7	-0.4	0	16	0	5	-0.6	-12	-7
CC1CCC(NC(=O)CCS(=O)(=O)c2ccc3c(c2)NC(=O)CO3)CC1 (stereo not drawn)	20	-0.1	-22	-12	2	-4	-0.4	-3	-2
CCN1/C(=C/C=C/c2sc3ccccc3[n+]2CC)Sc2ccccc21	0	nt	1	nt	2	nt	-0.8	4	-5
C=C(C)Cn1cnc2c(oc3nc4c(cc32)CCCC4)c1=O	-6	-0.3	-1	7	2	0	1.1	2	3
COc1ccc(Cl)cc1NC(=O)CN(C)C(=O)CCC(=O)c1cc(C)sc1C	3	-0.3	2	62*	1	-21	-0.2	0	-2
O=c1c2ccccc2nc2c3ccccc3c(NCc3ccco3)nn12	-4	-1.4	-15	7	1	-6	-0.9	-7	1
Cc1ccc(C(=O)Nc2cccc(-c3cnc4ccccc4n3)c2)cc1	-18	0.6	-1	-2	2	-14	-0.5	-3	-1
CCOC(=O)c1c(CN2CCCCC2)n(C)c2cc(Br)c(O)cc12	-11	-0.1	-9	28	3	1	-0.2	7	-1
COc1ccc(OC)c(NC(=O)CCCSc2ccccc2)c1	-10	0.0	-16	-7	9	-2	-0.2	9	-5
COc1ccc2oc(C(=O)CCC(=O)O)c(N)c2c1	-7	1.1	-19	-7	2	5	0.8	-1	-4
COc1ccc(OC)c(-c2csc(NC(=O)Cc3cc(OC)c(OC)c(OC)c3)n2)c1	-9	-0.1	2	0	1	9	-1.1	-4	-9
COc1ccc(S(=O)(=O)N(CC(=O)N2CCCCCC2)c2ccccc2OC)cc1	-1	-0.1	7	-13	1	-12	-0.2	11	-7
CCCC(=O)N1CCN(c2ccc(NC(=O)c3cccs3)cc2)CC1	-19	0.5	-4	-7	1	2	0.1	-3	-4
CCOC(=O)CS(=O)(=O)c1ccccc1	5	1.0	0	-9	3	0	0.0	3	-7
COc1ccc(/C=N/N=C/c2c[nH]c(=O)c(C#N)c2Nc2ccccc2)cc1	nt	-1.7	-19	-9	3	-5	0.6	4	-8
COC(=O)c1cc(Cl)ccc1NC(=O)CSc1ncc(S(=O)(=O)c2ccc(Br)cc2)c(=O)[nH]1	nt	-0.3	-4	nt	3	8	1.0	-3	2
CCN(c1ccccc1)S(=O)(=O)c1ccc(Oc2ccc([N+](=O)[O-])cc2)nc1	-10	0.4	6	-1	6	-2	0.7	-4	4
COc1ccc(OC)c(-n2c(SCC(=O)NCc3ccco3)nnc2-c2c[nH]c3ccccc23)c1	-6	0.4	3	4	1	3	-0.2	-2	-4
O=S(=O)(/C=C/c1ccccc1)NC1CCCCCC1	-12	-0.1	-24	-5	7	4	-1.2	26	-13
Cc1csc2c(N3CCCCC3)ncnc12	0	0.5	-20	0	12	3	0.0	-4	-5
COc1ccc(CNCCCSc2nnnn2C)c(OC)c1	2	nt	-11	nt	2	nt	0.5	0	9
CC(NS(=O)(=O)OCC(Cl)(Cl)Cl)c1ccc(C(C)(C)C)cc1 (stereo not drawn)	nt	0.8	4	7	2	-2	0.3	0	2
COC(=O)c1ccc(C2C(Oc3ccccc3)C(=O)N2CCc2ccc(OC)c(OC)c2)cc1 (stereo not drawn)	13	0.1	6	-11	2	19	-0.1	-1	0
O=C(CCN1C(=O)COc2ccccc21)NCc1cccs1	0	-0.7	-6	4	-1	-1	-0.2	-1	4
CCOC(=O)c1cnn(-c2ccccc2)c1NC(=O)CN1CCCCC1	-18	0.2	0	1	1	9	0.3	-1	3
Cc1cccc(OCC(=O)NCCCNC(=O)c2ccccn2)c1	-4	nt	-6	nt	0	1	0.2	9	-6
CCOC(=O)c1ccccc1NC(=O)CSc1nncn1C	6	0.5	-6	-18	4	-8	1.3	1	-5
Cc1cc(C)c2c(n1)nn1c(NCCN3CCOCC3)cc(C)nc21	-5	0.2	6	-10	-1	-5	-0.1	-7	-1
O=C(NCc1ccc(F)cc1)C(=O)NCC1OCCCN1S(=O)(=O)c1cccs1 (stereo not drawn)	5	0.1	-26	-4	1	-8	0.0	-5	-3
CCn1c(=O)n(CC)c2cc(N3CCCC3)c(NC(=O)c3ccccc3Br)cc21	-12	37*	15	9	2	-7	-0.4	13	2
CCC1(C(=O)OC)NC(c2ccco2)C2C(=O)N(c3ccc(C)cc3)C(=O)C21 (stereo not drawn)	2	-0.6	-9	11	1	0	-0.3	-2	-2
CCCCCCSc1cc(-c2nc3cnccn3c2NCc2ccccc2)ccc1OC	nt	-0.4	11	-3	1	11	0.3	-2	3
CC1CCC(n2c(=S)[nH]c3ccccc3c2=O)CC1 (stereo not drawn)	?	0.1	-5	-8	7	-5	-0.4	0	-8
O=C(/C=C/c1ccc(S(=O)(=O)N2CCOCC2)cc1)NC(=S)Nc1ccc(N2CCOCC2)cc1	nt	1.7	-16	-5	-2	0	-0.8	-6	-7
CC(C)C(NC(=O)c1ccccc1F)C(=O)NCc1ccc(F)cc1 (stereo not drawn)	3	-0.3	23	-5	-1	-5	-0.7	-2	6
CC(C)CC(=O)N(c1nnc(-c2cccnc2)s1)C1CCCC1	-11	-1.9	-21	-4	8	11	0.2	3	-1
CCOC(=O)CNC(=O)CNC(=O)c1nn(-c2ccc(OC)c(Cl)c2)c(=O)c2ccccc12	-5	-0.8	21	17	1	-5	-0.8	-2	-3
CCn1c(C(=O)O)c(CC(=O)N(C)c2ccc(OC)cc2OC)c2ccccc21	1	-0.2	-5	4	1	-5	-0.1	14	0
O=c1oc2ccc(C#CC3(O)CCCCC3)cc2cc1-n1cc(-c2ccsc2)nn1	nt	1.7	nt	3	-1	11	1.4	-7	-1
COc1ccc(NC(=O)Cc2c[nH]c3ccccc23)cc1S(=O)(=O)N1CCOCC1	3	-0.3	18	2	-4	-18	0.4	1	-2
Cc1cc([N+](=O)[O-])ccc1NC(=O)CSc1nccc(=O)[nH]1	4	1.5	13	-19	4	3	1.4	-4	4
COc1ccc2nc(NC(=O)CSc3nc4cccnc4n3C)sc2c1	-1	0.7	-11	-3	19	nt	-0.4	3	-5
CCOc1ccc(-n2c(SCC(=O)N3CCCCC3)nc3c([nH]c4ccccc43)c2=O)cc1	nt	-1.0	7	nt	1	13	-0.5	-1	1
COc1ccc(C(=O)COC(=O)c2cccnc2Cl)c(OC)c1	-25	-0.3	8	17	2	9	-0.2	5	0
O=C(O)CSCC(=O)NCc1ccc(Cl)cc1Cl	-7	-0.1	3	-3	2	21	0.1	-1	-1
CC(=O)NCC(=O)N1CCCC(C(=O)c2ccc(-c3ccccc3)c(F)c2)C1 (stereo not drawn)	2	0.4	-13	3	5	9	-0.3	-4	0
CCOc1ccc(NC(=O)CSc2nnc(-c3ccco3)n2N)cc1	-10	-0.1	-5	5	-2	2	-0.1	12	2

One compound at a time (already shown). Order of screens: RXFP1 antagonist	D2 ag	D1 antag	D2 antagonist	D1 agonist	D2 PAM	TRHR ag	TRHR PAM	D1 potentiator
`Cc1cc([N+](=O)[O-])ccc1NC(=O)CSc1nccc(=O)[nH]1` in the list: 4	1.5	13	-19	4	3	1.4	-4	4
`COc1ccc(NC(=O)Cc2c[nH]c3ccccc23)cc1S(=O)(=O)N1CCOCC1` in the list: 3	-0.3	18	2	-4	-18	0.4	1	-2
`CCOc1ccc(-n2c(SCC(=O)N3CCCCC3)nc3c([nH]c4ccccc43)c2=O)cc1` in the list: nt	-1.0	7	nt	1	13	-0.5	-1	1

Further structures
SMILES	RXFP1 antagonist	D2 ag	D1 antag	D2 antagonist	D1 agonist	D2 PAM	TRHR ag	TRHR PAM	D1 potentiator
CCN(CC(=O)Nc1c(F)cccc1F)C(=O)CCN1C(=O)c2cccc([N+](=O)[O-])c2C1=O	-21	0.0	1	-15	1	9	1.8	-3	0
Cc1ccc(NS(=O)(=O)c2c(C)[nH]c(C)c2C(=O)N2CCCCC2)c(Cl)c1	5	0.5	3	-12	0	9	-0.7	-3	1
CCCO/N=C1/C(=O)N(c2ccccc2)c2ccccc21	-15	0.3	-14	-11	2	-5	-0.1	-8	-3
CN(CC(=O)NCCc1ccc(F)cc1)Cc1cccc(Cl)c1	-12	0.7	14	-4	16	-12	0.6	-1	-7
Cc1sc(=NC(=O)c2ccco2)n(C)c1-c1ccc(Cl)cc1	12	0.2	-11	11	0	5	0.1	-3	-4
O=C(O)c1ccc(CSc2nnc(-c3ccccc3Cl)n2-c2ccccc2)cc1	-16	0.9	-13	-6	-2	4	0.5	51*	2
NS(=O)(=O)c1ccc(CNC(=O)c2cccc(S(=O)(=O)N3CCc4ccccc43)c2)cc1	-3	-1.0	-5	41*	1	-25	-0.4	4	2
Cc1onc(-c2ccccc2Cl)c1C(=O)NC1CCS(=O)(=O)C1 (stereo not drawn)	nt	0.1	1	3	2	-1	0.2	6	nt
Cc1ccc2sc(N(CCCN(C)C)C(=O)c3nc4ccccc4s3)nc2c1C	-21	1.2	-11	-18	9	-8	0.5	-4	3
CCOc1ccc(-n2c(C)nnc2SCC(=O)N(CC)CC)cc1	-1	1.6	5	2	2	-6	0.1	-3	-4
COc1ccc(/C=N/n2cnc3c([nH]c4ccc(F)cc43)c2=O)cc1CN1CCCC1	4	2.6	3	6	2	6	2.1	-5	-3
CCn1cc(C(=O)N(C)c2ccc(OC)cc2OC)c2cc(OC)c(OC)cc2c1=O	7	-1.4	-2	-1	0	-5	-0.1	-2	-5
O=S(=O)(c1ccc(Cl)cc1)N1CCC(N2CCCCCC2)CC1	-2	2.2	-7	-22	1	-5	-0.6	17	-3
COc1ccc(OCCn2c(=O)sc3ccccc32)cc1	-14	nt	0	nt	1	nt	-0.4	-1	-6
CC(C)(C)CC(=O)Nc1nnc(SCC(=O)NCc2cccs2)s1	2	1.5	4	9	1	6	0.6	0	-2
CC(C)OCCCNC(=O)CN1C(=O)CSc2ccc(S(=O)(=O)N3CCOCC3)cc21	2&7	0.3	-8	nt	-2	-8	-0.4	1	0
O=C(NC1CCCC1)C(c1ccccc1F)N(C(=O)Cc1cccs1)c1ccc2c(c1)OCCO2 (stereo not drawn)	-3	-1.0	-20	-13	3	-1	0.3	-2	-3

Records above marked active in D2 antagonist.
| Structure | RXFP1 antagonist | D1 antag | D2 antagonist | D1 agonist | D2 PAM | TRHR ag | TRHR PAM | D1 potentiator |
| --- | --- | --- | --- | --- | --- | --- | --- | --- |
| COc1ccc(Cl)cc1NC(=O)CN(C)C(=O)CCC(=O)c1cc(C)sc1C | 3 | 2 | 62* | 1 | -21 | -0.2 | 0 | -2 |
| NS(=O)(=O)c1ccc(CNC(=O)c2cccc(S(=O)(=O)N3CCc4ccccc43)c2)cc1 | -3 | -5 | 41* | 1 | -25 | -0.4 | 4 | 2 |

Compound activity deposited in PubChem by National Center for Advancing Translational Sciences (NCATS).
